# Tau fibril ThT = blocks human tau fibril formation measured by thioflavin T; Potency, µM (top dose mostly 57.4 µM), for the others: top-dose activity, negative = inhibition, hits mostly inhibitors; 2.1% of 270,000 active; AID 1460; recombinant tau K18 P301L (four-repeat tau fragment), heparin-induced fibrillization, ThT fluorescence; further: nearly all actives have a fitted effect of over 55% in size
# Target sequence (P10636 561-689 P618L limits assumed): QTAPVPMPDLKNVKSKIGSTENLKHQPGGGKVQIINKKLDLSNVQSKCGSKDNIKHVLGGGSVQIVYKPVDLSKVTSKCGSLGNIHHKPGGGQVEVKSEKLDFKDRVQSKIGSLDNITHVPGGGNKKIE
#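 Aggregation was driven by heparin (20 uM final) acting on recombinant tau […] bearing P301L in 100 mM sodium acetate pH 7; fibrils were detected with Thioflavin T.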
# RECQ1 inh = blocks DNA unwinding by human RECQ1; P46063; RECQ1 DNA unwinding, red fluorescence kinetic read; Potency, µM (series often up to 57.3 µM), without a hit: at the top dose activity, negative = inhibition, most hits filed as inhibitors; 0.54% of 240,000 active;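 further: plate controls were vehicle for no effect and no enzyme for full effect; nearly all actives have a fitted effect of over 30% in size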
#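 50 nM RECQ1T1 preincubated 15 min with compound in Tris pH 8.0 buffer with MgCl2, DTT, Tween-20 and 2.5 ug/ml poly(dI-dC); started with 200 nM TAMRA/BHQ-2 forked duplex and 2 mM ATP. Unwinding read as fluorescence (525/598 nm), two reads 2 h apart.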
# L3MBTL1 block = blocks human L3MBTL1; Q9Y468; Potency, µM (highest dose often 57.1 µM), inactives show at the top dose activity, negative = inhibition, usual class: inhibitors; AlphaScreen L3MBTL1–H3K9me1 peptide binding; 0.66% of 230,000 active; further: nearly all actives have a fitted effect of over 60% in size
# Target sequence (Q9Y468 whole entry, looked up): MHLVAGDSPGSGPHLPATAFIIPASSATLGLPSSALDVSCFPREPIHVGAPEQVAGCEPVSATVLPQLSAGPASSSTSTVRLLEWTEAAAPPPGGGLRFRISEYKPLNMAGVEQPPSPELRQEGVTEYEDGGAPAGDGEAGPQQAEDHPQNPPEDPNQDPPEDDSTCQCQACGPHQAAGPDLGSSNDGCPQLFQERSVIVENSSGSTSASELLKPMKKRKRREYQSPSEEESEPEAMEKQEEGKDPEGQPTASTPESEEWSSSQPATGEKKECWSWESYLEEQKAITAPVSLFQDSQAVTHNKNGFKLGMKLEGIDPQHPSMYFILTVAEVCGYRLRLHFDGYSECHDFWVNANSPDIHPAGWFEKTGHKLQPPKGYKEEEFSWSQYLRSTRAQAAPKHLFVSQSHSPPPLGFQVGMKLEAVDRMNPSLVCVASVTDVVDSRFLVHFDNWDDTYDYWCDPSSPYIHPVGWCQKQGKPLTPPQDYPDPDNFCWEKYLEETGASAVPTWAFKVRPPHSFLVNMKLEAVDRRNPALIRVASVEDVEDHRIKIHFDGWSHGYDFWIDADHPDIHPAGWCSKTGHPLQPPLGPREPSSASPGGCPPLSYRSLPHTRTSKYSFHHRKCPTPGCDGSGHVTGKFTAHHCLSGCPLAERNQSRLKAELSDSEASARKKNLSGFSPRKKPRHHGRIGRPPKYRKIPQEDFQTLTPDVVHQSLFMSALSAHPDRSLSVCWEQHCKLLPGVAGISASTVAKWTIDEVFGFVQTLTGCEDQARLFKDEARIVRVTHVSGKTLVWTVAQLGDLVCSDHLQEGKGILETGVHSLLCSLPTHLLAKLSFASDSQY
#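 L3MBTL1 (50 nM) pre-complexed 30 min with biotinylated H3(1-15)K9me1 peptide (75 nM), then compounds added for 30 min at room temperature; AlphaScreen streptavidin donor/nickel chelate acceptor beads (10 ug/mL final) read after 30 min dark incubation.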
# Tau fibril FP = blocks human tau fibril formation measured by polarization. 0.39% of 280,000 active. K18 P301L tau heparin fibrillization, Alexa594 FP, 6 h. Potency, µM (highest dose often 57.7 µM), inactives show top-dose activity, negative = inhibition, actives largely listed as inhibitors; further: nearly all actives have a fitted effect of over 55% in size
#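 Recombinant K18 P301L […], labeled with Alexa 594 at 0.24 uM over 15 uM unlabeled; heparin inducer 20 uM final; 37 C, 6 hr; FP endpoint.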
# RGS12 GoLoco inh = RGS12 GoLoco-Gai1 interaction inhibition. P63096. Gai1:RGS12 GoLoco peptide FP, rhodamine, 10 min. Potency, µM (series often up to 61.6 µM), for the others: at the top dose activity, negative = inhibition, hits mostly inhibitors. 0.44% of 230,000 active. AID 880; active means well fitted inhibition curve with a large enough effect, not every such curve was filed as active; inactive means no such curve, though single readings can be large or run the other way; further: nearly all actives have a fitted effect of over 30% in size; many of its hits are not listed in these tables
# TexasRed fluor = Texas Red fluorescence interference in TRb-SRC2 counter-screen | TRb/SRC2 Texas Red total fluorescence interference | Potency, µM (series often up to 106 µM), without a hit: at the top dose fluorescence change, negative = quenching | 0.29% of 280,000 active | AID 1479; active means well fitted curve in either direction with a large enough effect; inconclusive means small, poorly fitted or top-dose-only effect
#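 Flags fluorescent or light-absorbing compounds by total fluorescence, S + 2P, at 555 nm excitation and 632 nm emission. Mixture: 20 nM Texas Red SRC2 peptide, 0.6 uM human TRb LBD, 1 uM T3, 5% DMSO; compound exposure 5 h at ambient temperature.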
# TRb SRC2 PPI = disrupts binding of human TR beta to SRC2; P10828; TRbeta-SRC2 peptide binding, fluorescence polarization; receptor liganded with 1 µM T3; Potency, µM (top dose mostly 106 µM), for the others: at the highest dose activity change, negative = inhibition, usual class: inhibitors; 0.065% of 280,000 active; AID 1469;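 further: plate controls were bound peptide for no effect and peptide without receptor for full effect; nearly all actives have a fitted effect of over 50% in size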
#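 TRb LBD 0.6 uM + Texas Red SRC2 peptide 20 nM, 1 uM T3, Tris buffer w/ 5% DMSO; compound pinned, 5 h RT; FP read ex 555/em 632; normalized to unbound and bound controls.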
# KDM4E inh = inhibitors of human JMJD2E histone demethylase | AID 2147 | B2RXH2 | Potency, µM (top dose mostly 57.1 µM), without a hit: at the highest dose activity change, negative = inhibition, hits mostly inhibitors | 1.6% of 230,000 active | JMJD2E catalytic domain, FDH-coupled NADH fluorescence (FDH is formaldehyde dehydrogenase); active means well fitted inhibition curve with a large enough effect, not every such curve was filed as active; inconclusive means small, poorly fitted or top-dose-only effect, or another doubt; inactive means no such curve, though single readings can be large or run the other way;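 further: 0% = wells with enzyme and -100% = buffer wells without enzyme; nearly all actives have a fitted effect of over 50% in size; many of its hits are not listed in these tables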
# Starred values were filed as active, the others as inactive; i = inactive; ? = inconclusive; . = not tested or not shown; [ ] = another dose, or the depositor's remark. Unless noted, the call rests on the fitted dose curve; in most records, active means well fitted curve in the direction sought with a large enough effect; inconclusive means small, poorly fitted or top-dose-only effect, or another doubt; inactive means no such curve, though single readings can be large; an effect the other way counts as inactive or inconclusive. Unless noted, on the % scale 0 is the no-effect control and ±100 the full control effect; potency means the concentration at half of the fitted maximal effect. A portion of the library (hit frequency here may not be typical).
SMILES,Tau fibril ThT,RECQ1 inh,L3MBTL1 block,Tau fibril FP,RGS12 GoLoco inh,TexasRed fluor,TRb SRC2 PPI,KDM4E inh
CC1CN(C2CCCCC2)c2nc3c(c(=O)[nH]c(=O)n3C)n2C1 (stereo not given),-5%,-14%,4%,2%,-8%,-1%,-9%,-2%
O=C(Nc1ccon1)c1csc2c1CCCC2,?,17%,.,-3%,8%,2%,1%,1%
O=C(Nc1ccncc1)c1ccc2c(c1)OCCO2,-6%,-4%,-1%,?,4%,0%,0%,1%
O=c1c(-c2cc(O)c(O)c(O)c2)coc2cc(O)c(O)c(O)c12,3.5µM*,1.3µM*,.,7.1µM*,-14%,-9%,14%,2.8µM*
OCCC1CN(Cc2ccc(-c3ccco3)cc2)CCN1Cc1ccsc1 (stereo not given),-9%,-8%,-20%,11%,19%,-4%,-5%,?
CN(C)S(=O)(=O)c1ccc2c(c1)c(=O)c(C(=O)NCCCN1CCCCCC1)cn2C,-15%,-7%,22%,-3%,9%,-3%,5%,-9%
CSc1nc(N)nc(SCC(=O)Nc2cccc(F)c2)c1C#N,-11%,-2%,41%[activator],4%,16%,1.3µM*[quencher],?,2%
Cc1ccc(C)c(NC(=O)CSc2nnc(-c3n[nH]c4ccccc34)o2)c1,-13%,-7%,9%,?,13%,-2%,3%,?
COc1ccc(CNC(=O)Cc2c(C(=O)O)c(C)cn2C)cc1,2%,.,.,2%,.,-1%,-5%,.
COc1cccc(NC(=O)CCCn2c(=O)[nH]c3ccccc3c2=O)c1,-7%,2%,0%,5%,-3%,0%,-5%,-1%
Cc1ccccc1CSCCNC(=O)c1ccccc1,-9%,-11%,0%,1%,9%,2%,6%,9%
COc1ccc(-c2c(C)nn3c(N4CCC(C(=O)N5CCCCC5)CC4)cc(C)nc23)cc1OC,-8%,i,.,6%,4%,-3%,7%,-10%
CCOc1ccc(N(C(C)=O)C2C=CS(=O)(=O)C2)cc1 (stereo not given),-2%,-11%,-3%,3%,-3%,-1%,-6%,7%
Cc1cc(C#N)c(SCC(N)=O)nc1-c1ccc(F)cc1,-7%,5%,.,-14%,-27%,-3%,4%,11%
CN(C)C(CNC(=O)CCOc1ccccc1)c1ccco1 (stereo not given),-17%,-11%,-25%,5%,19%,-1%,4%,-29%
O=C(O)CCn1c(=O)c2cccn2c2cccnc21,1%,.,.,4%,.,-1%,3%,.
COc1cc(OC)c(NC(=O)N2CCc3cc(S(=O)(=O)N4CCC(C)CC4)ccc32)cc1Cl,1%,.,.,13%,.,-2%,-1%,.
CCc1nnc(NC(=O)c2cccc(S(=O)(=O)N3CC(c4ccccc4)CC3=O)c2)s1 (stereo not given),-12%,-1%,.,4%,16%,0%,-1%,11%
CC(C)COC(=O)n1c(SCC(N)=O)nc2ccccc21,-12%,i,6%,-1%,7%,-4%,-3%,2%
COC(=O)c1sc(N)c(C(=O)OC)c1COC(=O)c1c(C)noc1C,-17%,17%,1%,-4%,7%,1%,-6%,-5%

# Entries of single compounds, looked up by structure:
# COc1ccc(-c2c(C)nn3c(N4CCC(C(=O)N5CCCCC5)CC4)cc(C)nc23)cc1OC as listed: Tau fibril ThT: -8%; RECQ1 inh: i; L3MBTL1 block: .; Tau fibril FP: 6%; RGS12 GoLoco inh: 4%; TexasRed fluor: -3%; TRb SRC2 PPI: 7%; KDM4E inh: -10%
# COc1cc(OC)c(NC(=O)N2CCc3cc(S(=O)(=O)N4CCC(C)CC4)ccc32)cc1Cl as listed: Tau fibril ThT: 1%; RECQ1 inh: .; L3MBTL1 block: .; Tau fibril FP: 13%; RGS12 GoLoco inh: .; TexasRed fluor: -2%; TRb SRC2 PPI: -1%; KDM4E inh: .

# (cont.)
SMILES,Tau fibril ThT,RECQ1 inh,L3MBTL1 block,Tau fibril FP,RGS12 GoLoco inh,TexasRed fluor,TRb SRC2 PPI,KDM4E inh
Cc1occc1-c1nnc(SCC(=O)Nc2nc(C(C)(C)C)cs2)o1,-16%,11%,.,-7%,8%,-1%,-21%,0%
Fc1ccc(C(Nc2ccc(Cl)c(C(F)(F)F)c2)c2nnc(-c3ccccc3)o2)cc1 (stereo not given),-9%,.,.,-10%,.,-17%,2%,.
O=C1CCCN1CCC1CCN(C2CC(=O)N(c3ccc(F)cc3)C2=O)CC1 (stereo not given),-17%,-6%,.,4%,-4%,2%,-3%,6%
CCCCNc1nc(C)nc2c1nc(-c1ccccc1)n2C(C)CCCN(CC)CC (stereo not given),-11%,2%,.,3%,4%,-3%,-2%,?
Cc1nn(CCC#N)c(N)c1C1(O)C(=O)Nc2c(Cl)cc(Cl)cc21 (stereo not given),?,0%,?,-5%,-16%,2%,5%,-5%
COCCN(C(=O)C(=O)NC1CCCC1)C(C(=O)NC1CCCC1)c1ccccc1F (stereo not given),-7%,-10%,-5%,1%,3%,2%,-3%,4%
CCOC(=O)c1cc(NC(=O)c2ccco2)ccc1N1CCOCC1,-4%,-4%,3%,-9%,-4%,-3%,-1%,3%
O=C1C2C3C=CC(C4CC34)C2C(=O)N1c1cc(Cl)ccn1 (stereo not given),.,-6%,.,-3%[0.0958 µM],5%,0%,-2%,9%
O=C(NN=C1CCN(Cc2ccccc2)CC1)c1ccccc1,-3%,-9%,-11%,-4%,7%,-1%,6%,14%
Cc1ccc(CNC(=O)CN(c2cc(C)cc(C)c2)S(=O)(=O)c2c(C)[nH]c(=O)[nH]c2=O)cc1,-7%,.,.,-2%,.,2%,-3%,.
CS(=O)(=O)c1ccccc1-c1nnc(-c2ccc(Cl)cc2)o1,-3%,-4%,-1%,-2%,8%,1%,-2%,?
Cc1ccc(S(=O)(=O)CC(=O)Nc2sc3c(c2C(N)=O)CCCC3)cc1,?,.,.,-9%,.,1%,-9%,.
Cc1nc(N2CCOCC2)sc1C=O,0%,-6%,7%,-5%,9%,0%,1%,9%
COc1ccc(/C=N/OCC(=O)N(Cc2ccccc2)c2ccccc2C(=O)O)cc1,15%,-4%,4%,2%,8%,-2%,6%,7%
COCCn1c(SCC(=O)c2c[nH]c3ccccc23)nc2cc(C(=O)NCC(C)C)ccc2c1=O,7%,.,.,?,.,-1%,7%,.
COC(=O)c1cnn(-c2ccccc2)c1/C=N/NC(=S)Nc1ccc(Cl)cc1,.,-3%,.,-8%,8%,-3%,5%,-1%
CCc1ccc(CCC(=O)Nc2nccs2)o1,-5%,-7%,.,5%,-17%,4%,-2%,9%
Cc1ccc(C(=O)Nc2ccc3oc(-c4cccnc4)nc3c2)c(Cl)c1,-20%,.,.,?,.,-2%,6%,.
COCCCNC(=O)Cn1cc(C(C)=O)c2ccccc21,0%,6%,8%,0%,-5%,0%,-1%,5%
N#CC1=C(N)C2=CCCC[C@H]2[C@H](c2ccccc2)C1(C#N)C#N,?,1%,5%,?,3%,2%,16%,-3%
Cc1ccc(S(=O)(=O)C(C)C(=O)NCCS(=O)(=O)c2ccc(Cl)cc2)cc1 (stereo not given),-9%,-1%,-8%,3%,-9%,-3%,1%,-4%
COC(=O)NC(c1cccc(C)c1)[C@@]1(C(=O)OC)CCCC1=O (stereo not given in full),-8%[11.5 µM],14%[11.5 µM],.,-1%[11.6 µM],.,-1%[11.2 µM],-1%[11.2 µM],.
CCOc1ccccc1NC(=O)CSc1nnnn1-c1ccccc1,-13%,-8%,.,-8%,68%[activator],-1%,9%,-6%
COc1ccc(-n2c(SCC(=O)N3CCCc4ccccc43)nc3c([nH]c4ccccc43)c2=O)cc1,1%,.,.,1%,.,-2%,5%,.
CCc1ccc(-n2c(SCC(=O)Nc3cc(C)[nH]n3)nc3[nH]ncc3c2=O)cc1,?,-1%,4%,0%,9%,0%,10%,0%
O=C(Nc1ccccn1)c1ccc([N+](=O)[O-])cc1Cl,1%,0%,5%,9%,10%,0%,4%,-3%
COc1ccccc1-n1cn[nH]c1=S,-9%,-3%,.,-5%,-2%,-2%,-4%,-3%
CN1CCC(N(C)C(=S)Nc2ccc(SC(F)F)cc2)CC1,11%,2%,-3%,2%,-2%,1%[53 µM],-4%[53 µM],38%[activator]
Cc1ccc(/C=C2\SC(=S)N(CC(=O)Nc3ncc(Cc4ccccc4Cl)s3)C2=O)cc1,-17%,i,-8%,-9%,51%[activator],-2%,-12%,9%
CC1(C)CCCC(C)(C)N1CC(O)COCCOc1ccc(Br)cc1 (stereo not given),8%,1%,-10%,11%,-31%,1%,-2%,2%
O=C(CN(c1ccc(F)cc1)S(=O)(=O)c1ccc2c(c1)OCCO2)NCc1ccncc1,-5%,-2%,-6%,-6%,9%,0%,-7%,5%
CCC(C)NC(=O)N[C@@H](CCSC)C(=O)O (stereo not given in full),11%,i,-1%,10%,13%,3%,3%,-5%
O=C1/C(=C/c2ccco2)SC(=S)N1c1cccnc1,16µM*,8.9µM*,3.2µM*,?,16%,-13%,-4%,?
Cc1ccc(S(=O)(=O)N2CC(=NO)C2)cc1,-9%,-5%,0%,-1%,0%,0%,-8%,3%
Cc1csc2nc(CNC(=O)C3CC=CCC3C(=O)O)cn12 (stereo not given),-16%,-6%,4%,1%,0%,-1%,6%,5%
C/C(=N/NC(=O)c1ccc(C)s1)c1cccc(NC(=O)COc2ccc(Cl)cc2C)c1,?,-16%,2%,-10%,17%,1%,-1%,5%
CNC(=O)c1cc2ccc(OC)cc2oc1=O,-7%,-3%,2%[11.4 µM],6%,8%,-3%,3%,?
O=C(c1cccs1)N(Cc1cccnc1)c1nc2c(F)cc(F)cc2s1,-6%,.,.,?,.,0%,-9%,.
CC1=C/C(=N\NC(=S)Nc2cccnc2)CC(C)(C)C1,1%,i,-10%,9%,7%,1%,0%,1%
Cc1ccc(NC(=O)COc2ncnc3c(Cl)cc(Cl)cc23)cc1[N+](=O)[O-],1%,6%,-2%,9%,2%,-2%,2%,4%
CN1CCN(C(CNC(=O)c2ccccc2F)c2ccc3c(c2)OCO3)CC1 (stereo not given),9%,.,.,0%,.,-5%,8%,.
Cn1c(CSCc2ccc(F)cc2)nnc1SCC(=O)Nc1nccs1,-6%,i,?,3%,1%,-3%,0%,-2%
O=C(CN1CCCC1)NN=C(c1ccccc1)c1ccccc1,-3%,6%,-3%,6%,1%,-6%,4%,9%
Cc1cccc(C)c1NC1=NCCCCC1,3%,-6%,9%,-9%,5%,0%,3%,1%

# Screening data (PubChem)
